Bioassay records (PubChem BioAssay)
HIV peptide binding = inhibitors of HIV fusion peptide binding, primary screen, biochemical, uHTS, fluorescence dequenching (AID 1986). one-dose inhibition, % at 20 µM; IC50 in µM for titrated hits. actives 0.3% (n = 290,000). cell-free peptide binding, fluorescence dequenching, 30 min; higher % means a stronger effect; in the data active means inhibition mostly above about 52%, no sharp cut-off; inactive means mostly below about 76%; further: some results filed as inactive read as strong as hits
GPR35 antagonists = GPR35 antagonists blocking zaprinast-driven arrestin recruitment, primary screen, imaging, U2OS, beta-arrestin-GFP, zaprinast agonist (AID 2058); G-protein coupled receptor 35 (Homo sapiens); U2OS GPR35 beta-arrestin-GFP translocation imaging, zaprinast antagonism; higher % means a stronger effect; inhibition, % at 10 µM, or IC50 in µM where a hit was titrated; actives 0.052% (n = 290,000);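 active means inhibition of at least 50% with at least 30 cells and total cytoplasm GFP at most 10,000,000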
GPR55 LPI antagonism = GPR55 antagonists blocking LPI-driven arrestin recruitment, primary screen, imaging, U2OS, beta-arrestin-GFP, LPI agonist (AID 2013) | one-dose inhibition, % at 10 µM; IC50 in µM for titrated hits | actives 0.13% (n = 290,000) | U2OS GPR55 beta-arrestin-GFP translocation imaging, LPI antagonism; higher % means a stronger effect | G-protein coupled receptor 55 (Homo sapiens);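 active means spots per cell inhibited over 60%, with over 100 cells counted and total cytoplasm intensity under 500,000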;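 further: U2OS cells stably carrying GPR55 and arrestin-GFP stimulated by 5 µM LPI near EC80; imaged beta-arrestin-GFP aggregate spots per cell after agonist stimulation; plate controls were LPI-stimulated DMSO wells for no effect and DMSO wells without LPI for full effect; some results filed as inactive read as strong as hits; confirmed hits need IC50 under 10 µM and bright autofluorescent wells are also inconclusive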
GPR55 activation = GPR55 agonists via beta-arrestin recruitment, primary screen, imaging, U2OS cells, beta-arrestin-GFP redistribution (AID 1961) | actives 0.048% (n = 290,000) | one-dose activation, % at 10 µM; EC50 in µM for titrated hits | U2OS GPR55 beta-arrestin-GFP redistribution imaging; higher % means a stronger effect | G-protein coupled receptor 55 (Homo sapiens);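 active means activation above 40% with more than 50 cells counted in the well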;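 further: U2OS osteosarcoma cells stably expressing GPR55 and beta-arrestin-GFP; plate controls were DMSO negative control for no effect and LPI positive control for full effect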
NOD1 inhibition = NOD1 signaling inhibitors, primary screen, cell-based, luminescence, uHTS (AID 1578) | NOD1-driven NF-kB luciferase reporter cells, luminescence; higher % means a stronger effect | actives 1% (n = 290,000) | inhibition, % at 4 µM, or EC50 in µM where a hit was titrated; in the data active means inhibition mostly above about 36%, no sharp cut-off; inactive means mostly below about 34%;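 further: HEK-293T reporter cells stimulated with the NOD1 agonist gamma-tri-DAP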
NOD2 inhibition = NOD2 signaling inhibitors, cell-based, luminescence, uHTS, HEK293 (AID 1566) | HEK293 NOD2/NF-kB luciferase reporter, luminescence; higher % means a stronger effect | actives 0.63% (n = 290,000) | inhibition, % at 4 µM, or EC50 in µM where a hit was titrated; further: many of its hits are not listed in these tables
KOR beta-arrestin-1 = KOR agonists, beta-arrestin recruitment, primary screen, cell-based, luminescence, uHTS (AID 1777); Kappa-type opioid receptor (Homo sapiens); KOR beta-arrestin recruitment, luminescence; higher % means a stronger effect; activation, % at 10 µM; hits with a dose series show EC50 in µM; actives 0.02% (n = 280,000); in the data active means activation above about 50%, passing the limit was not always enough; further: a part of the inactive calls stands beside numbers as strong as those of hits
Myeloid diff 2 = induction of myeloid progenitor differentiation, primary screen, cell-based, flow cytometry, MLPCN library; ER-HoxA9 myeloid progenitors, lysozyme-GFP differentiation; actives 1% (n = 360,000); calls only at 10 µM;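 active means normalized GFP-positive differentiation at or above the plate's own cutoff, the solvent-only control mean plus 3 SD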;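 further: cells exposed to compound for four days before flow analysis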
KOR beta-arrestin-2 = KOR antagonists, beta-arrestin recruitment, cell-based, luminescence, uHTS (AID 1778). Kappa-type opioid receptor (Homo sapiens). inhibition, % at 10 µM; hits with a dose series show IC50 in µM. actives 0.091% (n = 290,000). KOR beta-arrestin recruitment, luminescence, antagonist mode; higher % means a stronger effect; further: strong numbers were not always called active
Myeloid diff 2 GFP+ MAC1+ % = further read-out of Myeloid diff 2, marked with its call; GFP+ MAC1+ double positive, %; measured here: differentiation confirmed by MAC1 staining
* = called active by the depositor; [ ] = remark or other dose. Unless noted, no stated cut-off is given here; in the data, active means inhibition above about 50%; inactive means the rest.

Results for Cc1c(C(=O)NCc2ccccc2F)oc2ccccc12 ?
HIV peptide binding: -1.3%; GPR35 antagonists: 15%; GPR55 LPI antagonism: 0%; GPR55 activation: 0.0%; NOD1 inhibition: -17%; NOD2 inhibition: 15%; KOR beta-arrestin-1: -3.5%; Myeloid diff 2: inactive; KOR beta-arrestin-2: 22%; Myeloid diff 2 GFP+ MAC1+ %: 1.5

Results for CCCCOC(=O)CSc1nc(N)c(C#N)c(-c2ccc(OC)cc2)c1C#N ?
HIV peptide binding: -2.9%; GPR35 antagonists: -5%; GPR55 LPI antagonism: 18%; GPR55 activation: 0.0%; NOD1 inhibition: -34%; NOD2 inhibition: 13%; KOR beta-arrestin-1: -4.5%; Myeloid diff 2: inactive; KOR beta-arrestin-2: 14%; Myeloid diff 2 GFP+ MAC1+ %: 1.1

What do the screens show for `CC(C)(C)C(=O)Nc1cc(C(F)(F)F)ccc1N1CCOCC1`?
HIV peptide binding: 2.1%; GPR35 antagonists: 5%; GPR55 LPI antagonism: 10%; GPR55 activation: -0.4%; NOD1 inhibition: -26%; NOD2 inhibition: 5%; KOR beta-arrestin-1: 8.4%; Myeloid diff 2: inactive; KOR beta-arrestin-2: 4%; Myeloid diff 2 GFP+ MAC1+ %: 2.0

How did Cc1cccc(N2CCN(Cc3ccoc3)CC2)c1C do in these assays?
HIV peptide binding: 2.3%; GPR35 antagonists: 2%; GPR55 LPI antagonism: 2%; GPR55 activation: 0.0%; NOD1 inhibition: -14%; NOD2 inhibition: -40%; KOR beta-arrestin-1: 3.0%; Myeloid diff 2: inactive; KOR beta-arrestin-2: -21%; Myeloid diff 2 GFP+ MAC1+ %: 5.1

Results for O=C1CC(Nc2ccccc2)C(=O)N1CCc1ccccc1 (centres undefined) ?
HIV peptide binding: -3.5%; GPR35 antagonists: -5%; GPR55 LPI antagonism: 1%; GPR55 activation: 0.0%; NOD1 inhibition: 4%; NOD2 inhibition: 8%; KOR beta-arrestin-1: -6.3%; Myeloid diff 2: inactive; KOR beta-arrestin-2: -38%; Myeloid diff 2 GFP+ MAC1+ %: 0.2

How did Cc1nc(NC(=O)C2CCCC2)sc1Cc1ccc2c(c1)OCO2 do in these assays?
HIV peptide binding: 1.2%; GPR35 antagonists: 10%; GPR55 LPI antagonism: 9%; GPR55 activation: -0.1%; NOD1 inhibition: -47%; NOD2 inhibition: -74%; KOR beta-arrestin-1: 3.1%; Myeloid diff 2: inactive; KOR beta-arrestin-2: 39%; Myeloid diff 2 GFP+ MAC1+ %: 0.8

What do the screens show for `CC(C(=O)OCC(=O)c1ccc(F)cc1)N1C(=O)C2C3C=CC(C3)C2C1=O` (centres undefined)?
HIV peptide binding: -0.7%; GPR35 antagonists: 0%; GPR55 LPI antagonism: 2%; GPR55 activation: -0.1%; NOD1 inhibition: -38%; NOD2 inhibition: 0%; KOR beta-arrestin-1: -0.1%; Myeloid diff 2: inactive; KOR beta-arrestin-2: 10%; Myeloid diff 2 GFP+ MAC1+ %: 0.5

What do the screens show for `Cc1cccc(C)c1NC(=O)CCCSc1nc2ccccc2s1`?
HIV peptide binding: 1.6%; GPR35 antagonists: -7%; GPR55 LPI antagonism: 10%; GPR55 activation: -0.3%; NOD1 inhibition: -14%; NOD2 inhibition: -17%; KOR beta-arrestin-1: 3.0%; Myeloid diff 2: inactive; KOR beta-arrestin-2: 22%; Myeloid diff 2 GFP+ MAC1+ %: 0.7

What do the screens show for `CCc1nccn1S(=O)(=O)c1cc(Br)ccc1OC`?
HIV peptide binding: -0.1%; GPR35 antagonists: -8%; GPR55 LPI antagonism: 0%; GPR55 activation: 0.3%; NOD1 inhibition: -18%; NOD2 inhibition: -2%; KOR beta-arrestin-1: 6.4%; Myeloid diff 2: inactive; KOR beta-arrestin-2: -8%; Myeloid diff 2 GFP+ MAC1+ %: 0.2

Results for Cc1c(NC(=O)C(=O)/C=C(\O)c2ccc(Br)cc2)c(=O)n(-c2ccccc2)n1C ?
HIV peptide binding: 25%; GPR35 antagonists: 16%; GPR55 LPI antagonism: 15%; GPR55 activation: -0.2%; NOD1 inhibition: 3%; NOD2 inhibition: 13%; KOR beta-arrestin-1: 0.4%; Myeloid diff 2: inactive; KOR beta-arrestin-2: 1%; Myeloid diff 2 GFP+ MAC1+ %: 0.3

Nothing new here: entries from further up.
How did Cc1cccc(N2CCN(Cc3ccoc3)CC2)c1C do in these assays?
HIV peptide binding: 2.3%; GPR35 antagonists: 2%; GPR55 LPI antagonism: 2%; GPR55 activation: 0.0%; NOD1 inhibition: -14%; NOD2 inhibition: -40%; KOR beta-arrestin-1: 3.0%; Myeloid diff 2: inactive; KOR beta-arrestin-2: -21%; Myeloid diff 2 GFP+ MAC1+ %: 5.1

Results for O=C1CC(Nc2ccccc2)C(=O)N1CCc1ccccc1 (centres undefined) ?
HIV peptide binding: -3.5%; GPR35 antagonists: -5%; GPR55 LPI antagonism: 1%; GPR55 activation: 0.0%; NOD1 inhibition: 4%; NOD2 inhibition: 8%; KOR beta-arrestin-1: -6.3%; Myeloid diff 2: inactive; KOR beta-arrestin-2: -38%; Myeloid diff 2 GFP+ MAC1+ %: 0.2

Next part.
How did COC(C[C@H]1O[C@H]1C(=O)COCc1ccccc1)OC do in these assays?
HIV peptide binding: 1.5%; GPR35 antagonists: 10%; GPR55 LPI antagonism: 1%; GPR55 activation: -0.1%; NOD1 inhibition: -4%; NOD2 inhibition: 7%; KOR beta-arrestin-1: 3.5%; Myeloid diff 2: inactive; KOR beta-arrestin-2: 4%; Myeloid diff 2 GFP+ MAC1+ %: 1.3

Results for CNC(=O)NC(=O)Cn1nc2n(c1=O)-c1ccccc1SC2 ?
HIV peptide binding: -0.7%; GPR35 antagonists: 2%; GPR55 LPI antagonism: -6%; GPR55 activation: -0.2%; NOD1 inhibition: -13%; NOD2 inhibition: -13%; KOR beta-arrestin-1: 6.6%; Myeloid diff 2: inactive; KOR beta-arrestin-2: -10%; Myeloid diff 2 GFP+ MAC1+ %: 0.6

How did c1ccc2c(c1)[nH]c1c3ccccc3sc21 do in these assays?
HIV peptide binding: 0.7%; GPR35 antagonists: 5%; GPR55 LPI antagonism: 9%; GPR55 activation: -0.1%; NOD1 inhibition: -10%; NOD2 inhibition: -44%; KOR beta-arrestin-1: 2.6%; Myeloid diff 2: inactive; KOR beta-arrestin-2: -27%; Myeloid diff 2 GFP+ MAC1+ %: 0.3

Results for CN(C)c1ccc(NC(=O)c2cccc([N+](=O)[O-])c2)c2ccccc12 ?
HIV peptide binding: 0.5%; GPR35 antagonists: 8%; GPR55 LPI antagonism: 12%; GPR55 activation: 1.8%; NOD1 inhibition: -8%; NOD2 inhibition: 3%; KOR beta-arrestin-1: -4.5%; Myeloid diff 2: active; KOR beta-arrestin-2: -11%[20 µM]; Myeloid diff 2 GFP+ MAC1+ %: 0.9*

How did COc1ccc(CSC2=NCCN2)cc1Cl do in these assays?
HIV peptide binding: 0.3%; GPR35 antagonists: -11%; GPR55 LPI antagonism: 8%; GPR55 activation: -0.1%; NOD1 inhibition: 30%; NOD2 inhibition: 23%; KOR beta-arrestin-1: -7.1%; Myeloid diff 2: inactive; KOR beta-arrestin-2: 23%; Myeloid diff 2 GFP+ MAC1+ %: 5.7

How did Nc1nc(N)nc(-c2ccccc2-c2nc(N)nc(N)n2)n1 do in these assays?
HIV peptide binding: -0.4%; GPR35 antagonists: 7%; GPR55 LPI antagonism: -7%; GPR55 activation: -0.1%; NOD1 inhibition: 4%; NOD2 inhibition: -17%; KOR beta-arrestin-1: 2.0%; Myeloid diff 2: inactive; KOR beta-arrestin-2: -7%; Myeloid diff 2 GFP+ MAC1+ %: 1.0

What do the screens show for `S=C(NCc1ccccc1)NNc1nc2ccccc2[nH]1`?
HIV peptide binding: -1.7%; GPR35 antagonists: 11%; GPR55 LPI antagonism: 1%; GPR55 activation: 0.1%; NOD1 inhibition: -38%; NOD2 inhibition: 10%; KOR beta-arrestin-1: -2.0%; KOR beta-arrestin-2: 5%

Results for COc1ccccc1-c1nc(C#N)c(N2CCN(C(=O)c3ccco3)CC2)o1 ?
HIV peptide binding: 2.3%; GPR35 antagonists: -1%; GPR55 LPI antagonism: 16%; GPR55 activation: -0.2%; NOD1 inhibition: -18%; NOD2 inhibition: 22%; KOR beta-arrestin-1: -0.8%; Myeloid diff 2: inactive; KOR beta-arrestin-2: 7%; Myeloid diff 2 GFP+ MAC1+ %: 1.1

What do the screens show for `CCC1=NN2C(=N)/C(=C\c3cccn3-c3ccc(Cl)cc3)C(=O)N=C2S1`?
HIV peptide binding: 30%; GPR35 antagonists: 3%; GPR55 LPI antagonism: 6%; GPR55 activation: -0.5%; NOD1 inhibition: -25%; NOD2 inhibition: 16%; KOR beta-arrestin-1: -0.5%; Myeloid diff 2: inactive; KOR beta-arrestin-2: 16%; Myeloid diff 2 GFP+ MAC1+ %: 0.3

What do the screens show for `O=C1N=c2ccccc2=C1c1sc(=O)[nH]c1O`?
HIV peptide binding: -1.2%; GPR35 antagonists: -2%; GPR55 LPI antagonism: 8%; GPR55 activation: 0.3%; NOD1 inhibition: 1%; NOD2 inhibition: 2%; KOR beta-arrestin-1: -2.0%; Myeloid diff 2: inactive; KOR beta-arrestin-2: -14%; Myeloid diff 2 GFP+ MAC1+ %: 0.2

Results for CCC1=Nc2cc(C(=O)NCC3CCCO3)ccc2Sc2ccc(Cl)cc21 (centres undefined) ?
HIV peptide binding: -1.5%; GPR35 antagonists: -6%; GPR55 LPI antagonism: -10%; GPR55 activation: 0.2%; NOD1 inhibition: 1%; NOD2 inhibition: -27%; KOR beta-arrestin-1: 0.6%; Myeloid diff 2: inactive; KOR beta-arrestin-2: -22%; Myeloid diff 2 GFP+ MAC1+ %: 2.0

What do the screens show for `CCc1ccccc1NC(=O)CSc1nnc(CCNC(=O)OC(C)(C)C)o1`?
HIV peptide binding: -0.4%; GPR35 antagonists: 0%; GPR55 LPI antagonism: 0%; GPR55 activation: -0.3%; NOD1 inhibition: -4%; NOD2 inhibition: 2%; KOR beta-arrestin-1: 2.9%; Myeloid diff 2: inactive; KOR beta-arrestin-2: 12%; Myeloid diff 2 GFP+ MAC1+ %: 0.4

How did COCC(C)NC(=O)CSc1nc(-c2ccccc2)c(-c2ccccc2)o1 (centres undefined) do in these assays?
HIV peptide binding: -2.3%; GPR35 antagonists: 0%; GPR55 LPI antagonism: -4%; GPR55 activation: -0.1%; NOD1 inhibition: 25%; NOD2 inhibition: -15%; KOR beta-arrestin-1: -6.4%; Myeloid diff 2: inactive; KOR beta-arrestin-2: 4%; Myeloid diff 2 GFP+ MAC1+ %: 0.9

A portion of the library (hit frequency here may not be typical).
